tim10-1 inh – growth inhibitors of tim10-1 mutant yeast. S. cerevisiae tim10-1 ts strain growth, BacTiter-Glo, 24 h. actives 2.2% (n = 330,000). AID 463190. inhibition, % at 20 µM;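 active = inhibition of at least 40%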;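 also: mutant grown at 25 °C; 0% = DMSO wells with yeast and 100% = wells holding no yeast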
A3G deaminase – APOBEC3G (human) deaminase inhibition. Q9HC16. recombinant A3G, ssDNA deamination FAM/TAMRA fluorescence. inhibition, % at 20 µM. actives 0.28% (n = 330,000). AID 493012;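 active = inhibition of at least 40% at 20 µM, with no more than 30% in the related APOBEC3A deaminase screen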;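 also: plate controls were DMSO wells with A3G for no effect and wells lacking A3G enzyme for full effect; some compounds called inactive have numbers as strong as hits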
Target sequence (Q9HC16 whole entry, looked up): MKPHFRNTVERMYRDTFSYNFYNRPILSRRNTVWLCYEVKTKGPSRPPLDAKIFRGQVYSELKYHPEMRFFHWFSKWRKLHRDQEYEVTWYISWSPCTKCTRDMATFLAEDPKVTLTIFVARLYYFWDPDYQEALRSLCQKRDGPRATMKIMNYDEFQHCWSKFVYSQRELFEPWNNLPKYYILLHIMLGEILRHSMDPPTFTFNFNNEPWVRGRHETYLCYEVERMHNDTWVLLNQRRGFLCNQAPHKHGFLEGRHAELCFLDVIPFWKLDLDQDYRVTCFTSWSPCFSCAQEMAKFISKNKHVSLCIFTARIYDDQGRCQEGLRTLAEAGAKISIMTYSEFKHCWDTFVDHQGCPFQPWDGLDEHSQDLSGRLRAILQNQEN
hIAP block – blocks human intestinal alkaline phosphatase. P09923. purified IAP, CDP-Star luminescence, 30 min. AID 2544. actives 0.12% (n = 330,000). inhibition, % at 10 µM;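 active = inhibition reaching a set limit with compound at 10 µM in the primary screen, cut at about 35% in these data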;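 also: plate controls were DMSO wells with enzyme for no effect and no-enzyme buffer wells for full effect; values of inactives mirror those of a sister screen read the other way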
Target sequence (P09923 whole entry, looked up): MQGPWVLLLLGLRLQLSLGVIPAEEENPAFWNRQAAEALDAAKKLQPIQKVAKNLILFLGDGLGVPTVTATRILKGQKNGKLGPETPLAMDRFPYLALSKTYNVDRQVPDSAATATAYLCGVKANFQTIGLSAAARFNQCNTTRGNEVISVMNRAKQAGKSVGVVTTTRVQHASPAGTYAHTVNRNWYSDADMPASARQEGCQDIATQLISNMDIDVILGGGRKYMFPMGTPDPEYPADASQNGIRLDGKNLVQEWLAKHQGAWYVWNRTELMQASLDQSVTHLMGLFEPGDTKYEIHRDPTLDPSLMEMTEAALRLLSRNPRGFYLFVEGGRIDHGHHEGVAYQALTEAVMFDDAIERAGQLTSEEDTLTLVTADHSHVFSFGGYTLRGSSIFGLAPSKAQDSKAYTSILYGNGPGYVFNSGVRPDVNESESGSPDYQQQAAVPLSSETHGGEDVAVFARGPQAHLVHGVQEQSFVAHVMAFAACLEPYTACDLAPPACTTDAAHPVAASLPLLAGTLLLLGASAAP
NALP3 yeast inh – NALP3 inhibition in yeast | actives 0.39% (n = 330,000) | Yeast reconstituted NLRP3/ASC/caspase-1, beta-gal luminescence, 24 h | inhibition, % at 10 µM | AID 2825;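 active = inhibition of 50% or more; inactive = inhibition below 50%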;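 also: plate controls were induced DMSO wells for no effect and uninduced yeast grown without galactose for full effect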
TIM10 inh – growth inhibitors of TIM10 yeast strain | inhibition, % at 10 µM | actives 1.4% (n = 330,000) | S. cerevisiae TIM10 strain growth, BacTiter-Glo luminescence, 24 h;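 active = inhibition of 40% or more at the single tested concentration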;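 also: wild-type TIM10 isogenic control strain grown at permissive 25 °C; 0% = DMSO yeast wells and 100% = minimal medium wells without yeast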
mIAP inh – blocks mouse intestinal alkaline phosphatase. AID 2806. purified mouse IAP, CDP-Star luminescence, 30 min. inhibition, % at 10 µM. actives 0.2% (n = 330,000);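 active = inhibition of at least 40% at 10 µM in the primary screen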;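 also: plate controls were DMSO with enzyme for no effect and no enzyme wells for full effect; values of inactives mirror those of a sister screen read the other way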
mIAP activ – increases mouse intestinal alkaline phosphatase activity; actives 0.24% (n = 330,000); activation factor at 10 µM; muIAP, CDP-Star luminescence, 30 min; hits give high values; 1 = vehicle-only enzyme signal, 0 = enzyme-free wells;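 active = activation factor of at least 2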; also: the source names both 10 and 20 µM as test concentration; values of inactives mirror those of a sister screen read the other way
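also added = chemiluminescent substrate CDP-Star | test system = mouse IAP enzyme | signal = chemiluminescence readout | compound = DMSO-dissolved test compounds | incubation = 30 min at room temperature | benchmarks = DMSO wells, no-enzyme wells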
beta cell repl – inducers of beta-cell replication in MIN6 cells; MIN6 cells proliferation, ATPlite luminescence, 48 h; cells starved in 0.2% serum; 100% = growth in 10% serum; proliferation, % at 10 µM; actives 0.29% (n = 330,000); AID 2380;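 active = compounds whose signal lies at least 3.5 SD above the mean of all wells on their plate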;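 also: 0% = DMSO-treated cells in low-serum medium and 100% = 10% serum control; some compounds called inactive have numbers as strong as hits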
APOBEC3A inh – inhibitors of human APOBEC3A DNA deaminase. P31941. inhibition, % at 20 µM. actives 0.41% (n = 330,000). recombinant A3A, FAM/TAMRA ssDNA deamination fluorescence;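 active = at least 40% inhibition at 20 µM here, with at most 30% in a related deaminase screen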;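 also: plate controls were A3A with DMSO for no effect and wells lacking A3A enzyme for full effect; some results filed as inactive read as strong as hits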
Target sequence (P31941 whole entry, looked up): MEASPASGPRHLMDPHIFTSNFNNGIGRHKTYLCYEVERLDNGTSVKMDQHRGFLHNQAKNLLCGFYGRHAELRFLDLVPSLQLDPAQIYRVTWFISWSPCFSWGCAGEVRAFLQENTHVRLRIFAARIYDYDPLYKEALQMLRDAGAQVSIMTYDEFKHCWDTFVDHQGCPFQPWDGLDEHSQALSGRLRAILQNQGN
An asterisk follows results filed as active; · = not tested or not shown.

SMILES	tim10-1 inh	A3G deaminase	hIAP block	NALP3 yeast inh	TIM10 inh	mIAP inh	mIAP activ	beta cell repl	APOBEC3A inh
C=CC[C@H](CC(=O)NCCO)C(=O)N[C@@H](C)COC(=O)[C@H](CC=C)CC(=O)OC(C)(C)C	8	-7	7	-9	3	3	0.97	-2	-5
COc1ccccc1CC(=O)NCc1csc(-c2cccs2)n1	15	-1	-6	-5	12	-1	1	-1	3
CCOC(=O)N1CCC(NC(=O)CCCN2C(=O)CSc3ncccc32)CC1	-4	-3	-2	1	-15	-6	1.1	-1	-1
COc1ccc(C(=O)Cn2c(Cl)nc3c2c(=O)n(C)c(=O)n3C)cc1	0	-4	-8	1	2	6	0.94	-1	-2
Cc1ccc(/C=C/C(=O)O)cc1S(=O)(=O)NCc1cccnc1	-12	-5	-8	-2	1	-11	1.1	-2	1
CN(c1ccccc1)S(=O)(=O)c1cccc(Cl)c1Cl	-31	-4	19	29	-28	4	0.96	-3	2
COC(=O)[C@H](CCSC)NC(=O)Nc1ccc(C)cc1C	17	-7	-14	21	15	5	0.95	-1	-3
Cc1cc(C)cc(NC(=O)CSc2nnc(-c3ccccc3C)o2)c1	9	5	-7	17	-8	-13	1.1	-3	1
Cc1ccc(NC(=O)CSc2nnc(-c3ccccc3Br)o2)cc1C	7	-1	2	29	17	3	0.97	1	3
CCOC(=O)C1(Cc2cccc(Cl)c2)CCCN(C(=O)CCC(=O)N(C)C)C1 (stereo not drawn)	14	-2	13	-12	18	3	0.97	-2	-1
O=C(NC1CC1)C1=C[C@H](C2CCCCC2)C[C@H](OCc2ccc(CO)cc2)O1	2	-1	-11	58*	0	-8	1.1	1	7
Cc1cc(S(=O)(=O)Nc2ccc(C(=O)NCC3(N(C)C)CCCCC3)cc2)ccc1F	-5	-12	-10	9	3	-7	1.1	0	-2
COc1ccccc1N(CC(=O)NCc1ccccc1)C(=O)CCC(=O)Nc1cc(C)ccn1	13	-1	-15	2	-1	0	1	-3	-2
CN(C)N=Nc1nc2c(c(=O)n(C)c(=O)n2C)n1C	14	-11	-10	7	14	8	0.92	-1	-2
CCC1CCCCN1C(=O)CNCC1CCCO1 (stereo not drawn)	-1	-5	-9	5	-20	4	0.96	0	1
CCN(C[C@H]1N[C@@](C)(C(=O)OC)[C@H]2C(=O)N(C)C(=O)[C@@H]12)S(=O)(=O)c1ccccc1	-20	0	-10	11	8	0	0.99	-2	0
COc1ccc(S(=O)(=O)NCC2CCCN(C(=O)c3sccc3C)C2)cc1 (stereo not drawn)	-130	-6	10	-10	-92	-11	1.1	-2	1
COc1ccnc(Oc2ccccc2)c1C(=O)N/C=N/OCc1ccccc1	33	1	-6	14	8	-8	1.1	4	7
CC(=O)c1c(C)nc(-c2ccccc2)n1O	7	-7	-29	3	-21	0	1	-1	0
COc1ccc(CN2CCNC(=O)C2CC(=O)N(C)Cc2cc(C)no2)cc1OC (stereo not drawn)	-5	-3	1	1	-1	2	0.98	-2	2
Cc1ccc(NC(=O)Cn2c(=O)oc3cc(S(=O)(=O)N4CCC(C)CC4)ccc32)cc1C	10	-6	-8	6	-5	6	0.94	-4	-3
Cc1ccc(C(NC(=O)C(C)C)c2cc([N+](=O)[O-])c3cccnc3c2O)cc1 (stereo not drawn)	30	7	-15	22	15	15	0.85	-3	-5
O=S(=O)(Cc1ccccc1)NCCc1ccc(F)cc1	2	-6	5	6	-2	-2	1	0	-5
Cc1ccc(NC(=S)N(CCCN2CCN(C)CC2)Cc2cccs2)cc1C	10	-1	10	10	-5	0	1	-2	5
O=C(CSc1nnc(CNC(=O)c2cccs2)o1)NC1CCCC1	9	-2	-9	11	-2	1	0.99	2	-2

Part of the list above, with two lines to a compound.
Screens in order – tim10-1 inh	A3G deaminase	hIAP block	NALP3 yeast inh	TIM10 inh	mIAP inh	mIAP activ	beta cell repl	APOBEC3A inh
CC(=O)c1c(C)nc(-c2ccccc2)n1O
 : 7	-7	-29	3	-21	0	1	-1	0
COc1ccc(CN2CCNC(=O)C2CC(=O)N(C)Cc2cc(C)no2)cc1OC (stereo not drawn)
 : -5	-3	1	1	-1	2	0.98	-2	2
Cc1ccc(NC(=O)Cn2c(=O)oc3cc(S(=O)(=O)N4CCC(C)CC4)ccc32)cc1C
 : 10	-6	-8	6	-5	6	0.94	-4	-3
Cc1ccc(C(NC(=O)C(C)C)c2cc([N+](=O)[O-])c3cccnc3c2O)cc1 (stereo not drawn)
 : 30	7	-15	22	15	15	0.85	-3	-5

Continuation.
SMILES	tim10-1 inh	A3G deaminase	hIAP block	NALP3 yeast inh	TIM10 inh	mIAP inh	mIAP activ	beta cell repl	APOBEC3A inh
CCC(Oc1ccccc1)C(=O)NCCCN1CCOCC1 (stereo not drawn)	-17	-7	2	4	0	-6	1.1	0	-3
COc1ccc2[nH]cc(C(=O)CNc3nc(C)cs3)c2c1	17	12	0	8	6	4	0.96	-2	15
O=C(NCC1CC1)c1onc(CSc2nc3ccccc3[nH]2)c1C(=O)NCC1CC1	12	-9	-8	4	8	-5	1.1	-2	-1
CCN(CC)CC(=O)NCc1cc(-c2ccc(OC)cc2)no1	-12	-5	27	7	-10	1	0.99	0	-2
CCOC(=O)c1[nH]cnc1C(=O)N[C@@H](C)c1ccccc1	-6	-10	-31	18	-15	-2	1	10	1
OCCNc1nc(Nc2cc(Cl)ccc2OC2CCCC2)nc(N2CCCC2)n1	32	-8	11	9	13	2	0.98	-8	-1
Cc1ccccc1OCCn1cc(C(=S)N2CCN(C)CC2)c2ccccc21	4	-10	14	22	20	7	0.93	-5	-7
CC(C)c1ccc(NC(=O)CSC(C)c2nc3ccccc3c(=O)[nH]2)cc1 (stereo not drawn)	11	-2	-1	5	4	3	0.97	0	3
CCOC(=O)CCc1c(C)nc2ncnn2c1C	3	-13	8	-2	-7	2	0.98	1	-2
COc1ccc(C(=O)NCCS(=O)(=O)N2CCN(C(=O)c3ccco3)CC2)cc1	6	-7	11	13	-1	7	0.93	1	-4
O=C(NCc1ccc2c(c1)OCO2)Nc1ccc([N+](=O)[O-])cc1	2	-11	-6	25	0	7	0.93	-7	-2
Cn1c(=O)c(C(=O)NNC(=O)c2ccccc2F)c(O)c2ccccc21	-42	-10	-48	64*	11	14	0.86	-4	-3
COc1ccccc1N1CCN(C(=O)CN2C(=O)c3ccccc3S2(=O)=O)CC1	0	-6	-2	8	-25	1	0.99	-2	2
CCOC(=O)C(Cc1ccc(Cl)cc1Cl)c1ccno1 (stereo not drawn)	-21	2	4	13	-27	-4	1	-1	0
C=CCNC(=O)NC(=O)CSc1nnc(C(F)(F)F)n1C	2	-1	11	12	17	-5	1	-1	-3
Cc1cccc([C@H]2[C@@H]3C=CCC[C@@H]3C(=O)N2Cc2ccccc2)c1	25	6	·	·	19	2	0.98	·	5
O=C(NCC(O)c1ccccc1)c1cccs1 (stereo not drawn)	8	-2	1	25	-9	-1	1	-2	-1
COc1ccc(NC(=O)Nc2nnc(Cc3ccccc3)s2)cc1	16	1	6	3	10	2	0.97	-1	-1
CCOC(=O)C(=CNc1cc(C)nn1C(C)(C)C)C(=O)OCC	18	-3	-3	0	-7	0	1	6	1
O=C(COc1ccccc1)Nc1ccccc1N1CCCCC1	36	-6	-12	8	12	5	0.95	-3	-2
O=C(CSc1nnc(Cn2nnc(-c3ccccc3)n2)n1-c1ccccc1)Nc1ccccc1	20	-1	7	-4	7	-6	1.1	-1	2
CCC(C)(C)C1CCC2(CC1)NC(=O)N(CC(=O)N1CCN(C(=O)c3ccco3)CC1)C2=O (stereo not drawn)	7	-7	8	20	12	10	0.9	2	-6
Cc1ccc(S(=O)(=O)N(C)CC(=O)Nc2ccc3c(c2)OCO3)cc1	-3	-2	4	23	-5	-4	1	0	-1
O=C(Cc1cccs1)Nc1ccc(F)c(S(=O)(=O)N2CCOCC2)c1	10	-6	6	9	4	-8	1.1	-3	1
CCN1CCC(N2CCN(c3ccccc3OC)CC2)CC1	3	-10	-9	6	-12	4	0.96	0	-6
Remaining list, next part.
SMILES	tim10-1 inh	A3G deaminase	hIAP block	NALP3 yeast inh	TIM10 inh	mIAP inh	mIAP activ	beta cell repl	APOBEC3A inh
Cc1cc(Cl)ccc1C(=O)C1CCCN(C(=O)c2cscn2)C1 (stereo not drawn)	19	-5	-12	8	1	-10	1.1	0	2
O=C(NNC(=O)c1ccccc1Cl)c1ccccc1Cl	0	-5	-12	-4	13	8	0.93	-1	-3
CCCCC(=O)Nc1nc(C)c(-c2csc(Nc3ccc(Cl)cc3)n2)s1	43*	3	-11	24	15	19	0.81	-8	2
CCOC(=O)N1CCN(C(=O)COc2ccc(S(=O)(=O)Nc3ccc(OCC)cc3)cc2)CC1	0	-6	-6	-12	10	-5	1	-1	0
CNC(=O)c1ccc(-c2sc3nc(N4CCOCC4)c4c(c3c2N)CCCC4)o1	29	-3	11	14	19	-13	1.1	-6	-2
C=CCNC(=O)C(=O)NCC1CCCN1CC (stereo not drawn)	-1	-6	-1	11	-2	5	0.95	3	2
COc1ccc2nc(N(CCN(C)C)C(=O)c3ccc4ccccc4c3)sc2c1	19	-4	-17	21	11	1	0.99	-2	-4
CCOc1ccc(-c2c(C)n([O-])c3c([n+]2=O)CCCCC3)cc1	19	-4	-3	-4	-13	-10	1.1	-1	-5
COc1ccc(S(=O)(=O)N2CCCCC2C)cc1 (stereo not drawn)	-8	-3	-4	10	-2	-3	1	0	-4
COC(=O)c1ccccc1S(=O)(=O)N1CCC(C(=O)NC2CCCCC2C)CC1 (stereo not drawn)	0	-3	5	22	-6	11	0.89	-4	-4
CCOc1ccccc1N(C(=O)Nc1ccc(Cl)cc1)C1=NC(C)CS1 (stereo not drawn)	7	-2	6	10	8	2	0.98	0	1
CCN(CC)S(=O)(=O)c1ccc(NC(=O)C(C)N(c2ccccc2)S(C)(=O)=O)cc1 (stereo not drawn)	6	-3	19	15	4	-12	1.1	0	3
Cc1nnc(NC(=O)CSC2CCCCC2)s1	26	-6	4	6	13	1	0.99	-2	-2
COc1ccccc1OCCCCOc1ccccc1F	-4	-2	3	14	-8	-13	1.1	-3	-2
Cc1ccc(NC(=O)CCN2C(=O)c3ccccc3C2=O)cc1	-6	-4	22	5	-7	-2	1	-1	-4
Cc1c(-c2ccccc2)nc2ccccc2c1C(=O)OCC(=O)Nc1ncc(C(F)(F)F)cc1Cl	39	-6	5	19	23	11	0.89	0	-3
COc1ccc(/C=C2\OC(=S)N(C)C2=O)cc1	8	-9	-3	46	13	10	0.9	-3	-4
COC(=O)C(C)n1cnc2c(nnn2-c2ccc(OC)cc2)c1=O (stereo not drawn)	15	-8	-4	7	-22	3	0.97	-3	-3
COc1ccc(NC(=O)CN(C)C(=O)CSc2ccc(Br)cc2)cc1	-4	-7	0	10	-8	10	0.9	-4	-1
CC(C)Cn1c(-c2csc(C(C)C)c2)n[nH]c1=S	36	17	-19	26	32	-7	1.1	-3	-2
CC(=O)c1c(N2CCOCC2)nc2ccc(Br)cc2c1-c1ccccc1	32	2	-2	23	24	7	0.93	-3	2
CN(C)C(=S)Oc1ccccc1-c1ccccc1OC(=S)N(C)C	24	11	3	12	0	0	1	-2	0
CN(C)c1nc(Cl)cc(N2CCOCC2)n1	8	-6	14	0	-11	2	0.98	-3	-1
CC(=O)Oc1ccc(/C=C/c2nc3ccccc3c(=O)o2)cc1	17	-3	-11	27	7	2	0.98	-4	0
S=C(Nc1cccnc1)NC1CCCC1	12	-7	4	18	-9	0	1	0	-2
Cc1cccc(C(=O)NNC(=O)c2n[nH]c(=O)c3ccccc23)c1C	-1	-7	-66	1	5	14	0.86	1	-5

Screens from PubChem.
